# High-throughput results as filed in PubChem.
# Yeast growth tox – yeast growth toxicity, wild-type and mutant, primary screen, cytotoxicity control for eIF2B function restoration project, wild-type and eIF2Bepsilon R284H mutant, A595 | S. cerevisiae wild-type growth, A595 turbidity, 16 h | 0.3% of 30,000 active | AID 685, 2007 | growth inhibition, % at 25 µM (by protocol);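 active means mutant and wild-type yeast strains alike exhibit over 30% growth inhibition; inconclusive means a strain exceeds 50% while the second remains under 30%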;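 further: 0% = untreated cell controls and 100% = YPD media blanks without cells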
#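 System – wild-type and eIF2Bepsilon-R284H mutant S. cerevisiae, screened separately · Measured by – absorbance at 595 nm (turbidity) · Timing – 16 h compound exposure during growth at 30 °C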
# eIF2B yeast act – GCN4-lacZ reporter reduction in eIF2B-epsilon mutant yeast, primary screen, S. cerevisiae, eIF2B-epsilon R284H, Beta-Glo luminescence | inhibition, % at 25 µM (by protocol) | 0.91% of 27,000 active | AID 688, 2007;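 active means mutant luminescence inhibited past about 50% while wild type luminescence and mutant growth stay under set limits, limit read from the data; inconclusive means mutant versus wild type luminescence inhibition gap past a set limit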; further: some compounds called inactive have numbers as strong as hits
#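 material = yeast eIF2B-epsilon R284H mutant carrying GCN4–beta-galactosidase fusion | schedule = 16 h growth with compound at 30 °C, 90 min Beta-Glo step | measured by = luminescence and A595 | compound dosing = one concentration, 25 µM, 0.25% DMSO | read-out basis = % inhibition of reporter signal and growth versus controls | buffer or medium = YPD medium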
# Yeast growth tox inhibition % – recorded beside Yeast growth tox, whose call it bears; growth inhibition, %; S. cerevisiae eIF2Bepsilon-R284H mutant growth, A595 turbidity, 16 h;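 each compound tested once at 25 µM; 0% equals untreated cells and 100% equals cell-free medium blanks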
# eIF2B yeast act mutant toxicity – second read-out of eIF2B yeast act, no call of its own (marks repeat the call); growth inhibition, %; measured here: mutant yeast growth, toxicity;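 each compound tested once at 25 µM; zero equals untreated control growth and 100 equals blank medium absorbance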
# The depositor's hits bear a star; ? = inconclusive; / = no result given.
# Sample of the layout, 7 compounds:
SMILES,Yeast growth tox,Yeast growth tox inhibition %,eIF2B yeast act,eIF2B yeast act mutant toxicity
O=C(CSc1nnc(-c2cccnc2)o1)Nc1ccccn1,9,6,19,6
Cc1nnc(NC(=O)c2cccc(NC(=O)C(C)C)c2)s1,17,-19,-26,-19
COCCCNC(=O)Nc1ccc2c(c1)N(C)C(=O)CS2,17,22,18,22
COc1ccccc1Nc1ncnc2c1oc1ccccc12,10,0,16,/
Cc1nc(N2CCN(Cc3nc4ccccc4[nH]3)CC2)c2oc3ccccc3c2n1,22,-9,-10,-9
CCCc1ccc(OCc2ccc(C(=O)OC)o2)c(OC)c1,6,20,-3,20
Cc1nn(C)c(C)c1NC(=O)CCCSc1nc(-c2ccco2)cc(C(F)(F)F)n1,-10,12,-29,12

# Results, from the start:
SMILES,Yeast growth tox,Yeast growth tox inhibition %,eIF2B yeast act,eIF2B yeast act mutant toxicity
O=C(CSc1nnc(-c2cccnc2)o1)Nc1ccccn1,9,6,19,6
Cc1nnc(NC(=O)c2cccc(NC(=O)C(C)C)c2)s1,17,-19,-26,-19
COCCCNC(=O)Nc1ccc2c(c1)N(C)C(=O)CS2,17,22,18,22
COc1ccccc1Nc1ncnc2c1oc1ccccc12,10,0,16,/
Cc1nc(N2CCN(Cc3nc4ccccc4[nH]3)CC2)c2oc3ccccc3c2n1,22,-9,-10,-9
CCCc1ccc(OCc2ccc(C(=O)OC)o2)c(OC)c1,6,20,-3,20
Cc1nn(C)c(C)c1NC(=O)CCCSc1nc(-c2ccco2)cc(C(F)(F)F)n1,-10,12,-29,12
O=C(c1ccccc1)N(Cc1ccc(F)cc1)Cc1nc2ccccc2c(=O)[nH]1,5,-3,-13,-3
CCC12CN(S(=O)(=O)c3ccc(C)cc3)CC(CC)(CN(S(=O)(=O)c3ccc(C)cc3)C1)C2=O,7,16,9,16
O=C1C(NS(=O)(=O)c2cccs2)=C(N2CCN(c3cccc(Cl)c3)CC2)C(=O)c2ccccc21,-10,9,/,/
O=C(NC1CCCC1)C(c1ccccc1)N(C(=O)c1ccno1)c1ccccc1 (configuration not stated),-1,0,26,/
O=C(Nc1ccccc1)C1CC2CCCC(C1)C2=O (configuration not stated),17,0,17,/
CN1CCN(CC(O)COc2ccc(Cl)cc2)CC1 (configuration not stated),31,3,13,3
O=C(CSc1nnc2scc(-c3ccc(Cl)cc3)n12)NCc1ccco1,/,/,29,/
CC(=O)Nc1ccc(-c2nnc(SCC(=O)NCc3ccco3)n2C)cc1,6,8,/,/
O=C(NC1CCCCCC1)c1nc2ncccn2n1,15,-18,20,-18
CCc1nc(N2CCN(C(=O)c3ccccc3)CC2)c(C#N)c2c1COC(C)(C)C2,-1,-2,41,-2
Cc1ccc(-c2nnn(CC(=O)N(Cc3ccccc3F)C(C(=O)NC3CCCC3)c3ccncc3)n2)o1 (configuration not stated),-6,0,22,/
c1ccc2c(c1)Cn1nc(Cc3nc4c(s3)CCCC4)nc1-2,-12,-5,11,-5
O=C(CC(c1ccccc1)c1ccccc1)Nc1ccc(Cl)cn1,-3,14,19,14
O=C(CN(Cc1ccccc1F)C(=O)Cn1nnc(-c2cccs2)n1)NCC1CCCO1 (configuration not stated),-18,19,-6,19
Nn1c(SCC(=O)Nc2ccc3c(c2)OCO3)nnc1C1CCCCC1,6,10,-14,10
C=CCN1C(=O)CN=C1Nc1ccccc1,-21,-14,-2,-14
Cn1c(=O)c2c(-c3ccccc3)n(N3CCOCC3)cc2n(C)c1=O,11,30,6,30
CCCn1nnnc1SCC(=O)Nc1cccc(NC(=O)c2ccco2)c1,9,0,0,/
# (listing goes on)
SMILES,Yeast growth tox,Yeast growth tox inhibition %,eIF2B yeast act,eIF2B yeast act mutant toxicity
O=C1c2cccnc2C(O)N1Cc1ccco1 (configuration not stated),12,8,13,8
Cn1c(=O)n(CCc2ccccc2)c(=O)c2c1nc1n2CCN1c1ccccc1,4,0,-3,/
O=C(Nc1ccccc1)Nc1ccc(S(=O)(=O)N2CCCCC2)cc1,-15,15,26,15
C=CCn1c(SCC(=O)Nc2sccc2C(N)=O)nc2ccccc2c1=O,-12,0,19,/
COc1ccccc1-c1noc(-c2ccccc2C(=O)Nc2cccnc2)n1,-5,9,/,/
O=C(O)c1ccc(OCC(O)Cn2cnc3ccccc32)cc1 (configuration not stated),?,/,-6,3
CCC1Nc2ccccc2-c2nnc(SC)nc2O1 (configuration not stated),-4,16,25,16
O=C(Nc1cccc(-c2nc3cccnc3s2)c1)c1ccco1,-12,0,1,/
C=CCOc1nc2c(c(=O)n(Cc3ccc(Cl)c(Cl)c3)c(=O)n2C)n1C,/,/,-33,/
CCCNC(=O)c1n[nH]c(=O)c2ccccc12,14,12,20,12
COC(=O)c1[nH]c2ccc(Cl)cc2c1NC(=O)CN1CCc2cc(OC)c(OC)cc2C1,16,17,22,17
Cc1cccc2cc(CN(CCc3ccccc3)C(=O)N3CCOCC3)c3nnnn3c12,12,13,-17,13
CC(c1ccccc1)N1C(=O)NC(NC(=O)c2cccnc2)(C(F)(F)F)C1=O (configuration not stated),-3,10,/,/
COc1ccc(Cn2nc(C)cc2C)cc1OC,-4,0,-21,/
Cc1ccccc1NC(=O)c1c(O)c2cccc3c2n(c1=O)CC3,5,-7,48,-7
COc1ccc(CNC(=O)C2CC(C)=C(C)CC2C(=O)O)cc1 (configuration not stated),25,23,/,/
COc1cccc2cc(C(=O)n3ccc(C)n3)c(=O)oc12,-5,-5,1,-5
COC(=O)c1cccc(NCN2C(=O)c3ccccc3C2=O)c1,9,5,12,5
O=C(CCCC(=O)N(CC(=O)NC1CCCCC1)Cc1ccccc1)Nc1ccccn1,8,11,10,11
COC(=O)Nc1ccc(S(=O)(=O)N(CCO)CCO)cc1,15,13,/,/
CCn1c(SCc2cccc(C)c2)nnc1-c1ccc(C)cc1,4,-5,16,-5
C=C(Cl)COc1ccc2c(CC)cc(=O)oc2c1,-6,-4,23,-4
CCc1ccc(OCC(=O)Nc2ncc3c(n2)CC(C)(C)CC3=O)cc1,5,19,20,19
CO/N=C(\C)c1ncc(C(F)(F)F)cc1N1CCOCC1,8,10,17,10
Cc1nc(SCC(=O)NCCc2ccccc2)c2oc3ccccc3c2n1,-10,-35,21,-35

# Entries of single compounds as entered above. Values in the order: Yeast growth tox | Yeast growth tox inhibition % | eIF2B yeast act | eIF2B yeast act mutant toxicity
# Profile of Cc1ccc(-c2nnn(CC(=O)N(Cc3ccccc3F)C(C(=O)NC3CCCC3)c3ccncc3)n2)o1 (configuration not stated) → -6 | 0 | 22 | /
# Profile of O=C(CC(c1ccccc1)c1ccccc1)Nc1ccc(Cl)cn1 → -3 | 14 | 19 | 14

# New compounds follow:
SMILES,Yeast growth tox,Yeast growth tox inhibition %,eIF2B yeast act,eIF2B yeast act mutant toxicity
COc1cccc(-c2cc3c(-n4cccc4)ncnc3o2)c1,0,-24,21,-24
COC(=O)c1[nH]c2cc(OC)c(OC)cc2c1NC(=O)Oc1ccccc1,3,13,/,/
COc1ccc(S(=O)(=O)N2CCCC(C(=O)NCc3ccccn3)C2)cc1 (configuration not stated),19,6,13,6
CC(=O)C1=C(C)N(Cc2ccco2)C(=O)C1(NC(=O)C1CCCCC1)C(F)(F)F (configuration not stated),6,8,17,8
O=C(Nc1ccccc1)N1CCN(c2ccc(F)cc2)CC1,12,-10,/,/
COc1ccccc1C1CC(=O)NC(C)=C1C(=O)OCC1CCCO1 (configuration not stated),21,-36,-8,-36
CC1(C)Cc2cccc(OCC(=O)N3CCN(S(=O)(=O)c4ccccc4)CC3)c2O1,20,0,-24,/
COc1ccc(CCNC(=O)CSc2cc(=O)[nH]c(N)n2)cc1OC,13,-14,/,/
O=C(c1ccco1)N1CCN(C(c2coc3ccc(Cl)cc3c2=O)c2nnnn2C2CCCC2)CC1 (configuration not stated),-4,2,27,2
COc1cc(NC(=O)C(C)C)ccc1NC(=O)c1ccco1,3,-7,/,/
O=C(O)C1CCCCC1C(=O)Nc1ccc(Cl)cc1 (configuration not stated),-2,11,-58,11
CC(=O)Nc1cccc(NC(=O)c2oc3ccccc3c2C)c1,1,-3,11,-3
Cc1nc(N)sc1-c1csc(NCc2ccccc2)n1,5,-5,14,-5
Cc1nc2ccccc2cc1C(=O)O,6,19,25,19
O=C(CCn1cnc2ccccc2c1=O)Nc1ccc(S(=O)(=O)N2CCCCC2)cc1,1,-11,14,-11
Cc1cccc(OCc2nc(-c3ccccn3)n[nH]2)c1,8,-10,27,-10
O=C(COC(=O)c1cc[n+]([O-])cc1)Nc1ccc2c(c1)OCCO2,-2,-6,-3,-6
COc1ccc(-c2nn(-c3ccccc3)cc2C(=O)NCCCn2ccnc2)cc1,7,3,24,3
Cc1nc(C)c(-c2csc(NCc3ccco3)n2)s1,13,-20,30,-20
CCCCCCSC1=C(C#N)C(c2ccccc2)CC(=O)N1 (configuration not stated),3,5,15,5
Cc1cccc(N2C(=O)C3C4C=CC(C4)C3C2=O)c1 (configuration not stated),-6,-12,57*,/
CCc1nnc(NC(=O)CCC(=O)NCc2ccccc2OC)s1,-14,-5,12,-5
CCc1nc(SCC(=O)Nc2ccc3c(c2)OCCO3)c2oc3ccccc3c2n1,-9,23,6,23
Cc1cc(NC(=O)CSc2nc3ccc(Cl)cc3[nH]2)no1,46,-5,-2,-5
Cc1noc(C)c1CSCC(=O)NC1=NCCS1,18,26,-25,26
# Next section:
SMILES,Yeast growth tox,Yeast growth tox inhibition %,eIF2B yeast act,eIF2B yeast act mutant toxicity
CC(CCc1ccccc1)C(=O)NO (configuration not stated),-16,5,16,5
COC(=O)Nc1ccc(S(=O)(=O)Nc2cccc3ccccc23)cc1,-28,-9,2,-9
O=C1CCC(=O)N1c1nc2nc(-c3ccccc3)cc(-c3ccccc3)n2n1,8,0,24,/
Cn1c(N2CCOCC2)nc2c1c(=O)n(Cc1ccc(Cl)c(Cl)c1)c(=O)n2C,/,/,9,/
Cc1nc2ccc(C(C(F)(F)F)(C(F)(F)F)C(F)(F)F)cc2[nH]1,/,/,4,/
Cc1cccc(OCc2nnc(SCC(=O)c3cccs3)n2C)c1C,14,14,17,14
O=C1CC(N2CCC(c3nc4ccccc4o3)CC2)C(=O)N1c1ccc(Cl)cc1 (configuration not stated),4,15,-17,15
CCOC(=O)/C=c1\s/c(=C\c2ccc3c(c2)OCCO3)c(=O)n1CC(=O)NCC1CCCO1 (configuration not stated),-45,-24,29,-24
CC(C)(C)NC(=O)CCC1COc2ccccc2O1 (configuration not stated),27,8,20,8
CC(=O)c1c(C)[nH]c(C(=O)CSc2nnc(-c3ccccc3)n2Cc2ccc3c(c2)OCO3)c1C,8,-19,5,-19
CCOC(=O)C(CSCC(=O)c1ccc(Cl)cc1Cl)NC(=O)OC(C)(C)C (configuration not stated),2,10,9,10
Cc1n[nH]c(C)c1S(=O)(=O)N1CCCC(C(=O)Nc2ccc3c(c2)OCCO3)C1 (configuration not stated),8,-4,11,-4
Cc1ccccc1C(=O)Nc1ccc2c(c1)OCO2,2,8,35,8
CC(=O)c1[nH]c(C)c(C(C)=O)c1C,4,-15,18,-15
CC(C)(C)c1cc(C(=O)O)nn1-c1ccccc1,8,0,-1,/
CC(C)OC(=O)CCNc1n[nH]c(=O)[nH]c1=O,4,-5,4,-5
Cc1c(C(O)CN2CCC(C(N)=O)CC2)c2ccccc2n1C (configuration not stated),-9,14,23,14
CCOC(=O)CC(=O)CSc1nc2c(c(C)c1C#N)CCC2,-1,5,23,5

# This is a subset (hit frequency here may not be typical).
